# PPARg SRC3 recr: agonists of human PPARgamma SRC-3 coactivator recruitment; biochemical PPARgamma/SRC-3 coactivator recruitment assay; activation, % at 8 µM; 200,000 compounds, 0.26% hits; in the data active means activation above about 23%;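 further: 0% = DMSO and 100% = reference agonist; some compounds past the cut are filed as inactive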
# PPARg SRC-2 ag: agonists of SRC-2 recruitment by human PPARgamma; activation, % at 8 µM; AID 1032; 200,000 compounds, 0.34% hits; PPARgamma LBD-SRC-2 recruitment, biochemical; in the data active means activation above about 22%;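 further: 0% = vehicle and 100% = reference agonist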
# TLR4-MyD88 BLA: inhibitors of human TLR4-MyD88 binding; O00206+Q99836; HeLa CL3-4 TLR4/MyD88 BLA complementation, FRET ratio; inhibition, % at 8.4 µM; 200,000 compounds, 0.18% hits; AID 861; in the data active means inhibition above about 25%;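 further: 0% = vehicle and 100% = reference inhibitor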
# Target sequence (O00206 whole entry, looked up): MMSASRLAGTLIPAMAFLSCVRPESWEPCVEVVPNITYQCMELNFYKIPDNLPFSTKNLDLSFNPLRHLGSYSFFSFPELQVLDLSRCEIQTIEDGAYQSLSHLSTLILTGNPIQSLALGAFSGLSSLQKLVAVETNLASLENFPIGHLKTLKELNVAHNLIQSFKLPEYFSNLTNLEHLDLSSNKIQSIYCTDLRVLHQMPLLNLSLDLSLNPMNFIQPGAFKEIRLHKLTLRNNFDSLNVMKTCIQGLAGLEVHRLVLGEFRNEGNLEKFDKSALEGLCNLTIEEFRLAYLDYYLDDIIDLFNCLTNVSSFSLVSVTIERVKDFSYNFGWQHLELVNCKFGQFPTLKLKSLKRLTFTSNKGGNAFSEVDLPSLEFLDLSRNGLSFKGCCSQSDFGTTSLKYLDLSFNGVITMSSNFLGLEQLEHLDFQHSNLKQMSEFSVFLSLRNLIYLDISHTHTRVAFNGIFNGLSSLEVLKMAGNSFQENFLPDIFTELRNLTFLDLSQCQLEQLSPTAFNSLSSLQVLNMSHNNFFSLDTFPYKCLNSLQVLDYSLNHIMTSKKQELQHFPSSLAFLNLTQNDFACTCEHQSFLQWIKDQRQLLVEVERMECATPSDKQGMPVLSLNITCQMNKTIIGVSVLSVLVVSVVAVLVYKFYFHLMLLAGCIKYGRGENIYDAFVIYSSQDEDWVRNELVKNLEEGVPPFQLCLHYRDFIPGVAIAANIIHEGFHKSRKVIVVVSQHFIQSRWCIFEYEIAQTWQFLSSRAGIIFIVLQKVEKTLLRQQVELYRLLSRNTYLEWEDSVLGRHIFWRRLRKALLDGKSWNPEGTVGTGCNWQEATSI
# Target sequence (Q99836 whole entry, looked up): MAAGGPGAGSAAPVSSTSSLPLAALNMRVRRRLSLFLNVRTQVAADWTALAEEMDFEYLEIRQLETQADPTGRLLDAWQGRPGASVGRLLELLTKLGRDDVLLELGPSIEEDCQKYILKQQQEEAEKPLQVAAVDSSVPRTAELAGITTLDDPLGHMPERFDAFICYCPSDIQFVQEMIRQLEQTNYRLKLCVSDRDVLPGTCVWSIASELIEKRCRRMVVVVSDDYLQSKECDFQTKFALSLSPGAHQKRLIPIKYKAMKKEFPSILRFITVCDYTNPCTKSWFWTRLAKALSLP
# PPARg SRC-1 ag: PPARgamma-driven SRC-1 recruitment agonism | P37231 | PPARgamma-SRC-1 coactivator recruitment biochemical assay | activation, % at 8 µM | 200,000 compounds, 0.41% hits; in the data active means activation above about 19%;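 further: 0% = DMSO and 100% = reference agonist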
# TR-FRET SRC-2 ct: counter-screen for PPARgamma SRC-2 recruitment agonists: TR-FRET artefact | TR-FRET ratio at 8 µM | active compounds read high | 200,000 compounds, 0.4% hits; in the data active means TR-FRET ratio above about 2000; further: inactives centre near 1500
# DTT redox prof: compounds producing H2O2 with reducing agent – biochemical, NIH compound library profiling, artefact control for MLSCN library redox annotation, primary screen; AID 878; DTT-dependent redox cycling H2O2, phenol red/HRP absorbance; 100% = 100 µM peroxide control, 0% = buffer; activation, % at 10 µM; 200,000 compounds, 0.03% hits;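 active means activation of at least 50% relative to the plate's high and low controls in the primary single-dose screen; inactive means activation below 50%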;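 further: compound incubated with DTT at 0.8 mM final as the reducing agent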
# S1P3 antag: antagonists of human S1P3 receptor | Q99500 | CHO S1P3 NFAT-BLA reporter, FRET fluorescence, antagonist mode | inhibition, % at 4.98 µM | 170,000 compounds, 0.27% hits | AID 485;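 active means inhibition above the plate cutoff, the mean inhibition of test wells on that plate plus 3 SD, cut at about 28% in these data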;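 further: cells challenged with S1P at its EC80 of 0.8 µM; blue over green emission ratio from cleaved BLA substrate after 4 h stimulation; 0% = S1P-stimulated wells and 100% = unstimulated DMSO-only wells; some compounds past the cut are filed as inactive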
# ROMK mod: human ROMK K+ channel modulation, primary screen; B-score at 10 µM; 130,000 compounds, 2% hits; Tet-inducible ROMK, thallium flux fluorescence; actives lie on both sides; AID 1918; P48048;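 active means signal ratio slope over the read window, or its plate-corrected B-score, at least 3 SD from the plate mean, either direction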;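 further: B-score of the F/F0 ratio slope over 7 to 12 s after thallium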
# bIAP act: increases bovine intestinal alkaline phosphatase activity | activation factor at 20 µM | 200,000 compounds, 0.17% hits | purified bovine IAP, CDP-star luminescence, 30 min; active compounds read high; fold of DMSO-control signal, blank-subtracted;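 active means activation factor of 2 or more at 20 µM, a signal rise over negative controls twice the positive control's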
# L major viab: inhibitors of Leishmania major promastigote growth | Leishmania major promastigotes, resazurin fluorescence viability | inhibition, % at 10 µM | 200,000 compounds, 9% hits | AID 1063; in the data active means inhibition above about 50%;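 further: promastigotes grown with compound for 44 hours at 28 °C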
# bIAP inh: blocks bovine intestinal alkaline phosphatase activity; purified bovine IAP, CDP-star luminescence, 30 min; inhibition, % at 20 µM; 190,000 tested, under 10 active;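 active means over 50% inhibition of intestinal alkaline phosphatase at 20 µM in the single-dose screen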
#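 test system = bovine IAP enzyme | medium = DEA buffer 100 mM, pH 9.8, with MgCl2 1.0 mM, ZnCl2 0.02 mM | detection = luminescence | dosing = single compound dose of 20 µM, 2% DMSO final | incubation = 30 min reaction at room temperature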
# Active calls of the source: *; x = no result given.
# The first nine entries, to show the layout:
# Values in the order: PPARg SRC3 recr, PPARg SRC-2 ag, TLR4-MyD88 BLA, PPARg SRC-1 ag, TR-FRET SRC-2 ct, DTT redox prof, S1P3 antag, ROMK mod, bIAP act, L major viab, bIAP inh
- NS(=O)(=O)c1ccc(NC(=O)/C=C/c2ccccc2Cl)cc1
 : 2, 7, 2, 13, 1651, 0.2, 3, 0.91, 0.9, 0, 7
- CNC(=O)c1ccsc1NC(=O)c1ccc(S(=O)(=O)N2CCOCC2)cc1
 : 1, 14, 0, 11, 1693, -0.6, -1, -0.7, 1, 12, -3
- O=C(O)c1cccc(NS(=O)(=O)c2ccc(Cl)c(C(=O)O)c2)c1
 : 5, 11, 7, 2, 1496, 2.2, -13, x, 1, -13, 4
- COc1ccccc1OCCNC(=O)C1CCCCC1
 : 2, 10, 11, 0, 1479, -0.7, -12, -0.12, 0.9, 0, 10
- Cc1cc[n+](CC(=O)c2ccc3c(c2)OCCO3)cc1
 : 5, 0, -1, -1, 1515, 2.0, -8, x, 0.8, -4, 15
- CCc1nnc(NC(=O)CSc2nnc3ncccn23)s1
 : -6, -4, -6, -2, 1395, 3.4, 9, x, 1, 1, 0
- COC(=O)Nc1ccc(S(=O)(=O)N2CCC(C)CC2)cc1
 : 2, 7, 8, 1, 1616, -0.1, x, -0.36, 0.7, -9, 27
- CCn1c(/N=C/c2c[nH]c3ccccc23)nc2ccccc21
 : 5, 8, 2, 11, 1583, 0.7, 22, x, 0.8, -2, 18
- Cc1cccc(C(=O)N2CCC(=O)N(C(COCc3cccc(C(F)(F)F)c3)Cc3ccccc3)CC2)c1 (stereo not given)
 : 0, 1, -7, 4, 1516, 0.5, -3, -3.3*, 0.9, 14, 10

# This part in full, from the first entry:
# Values in the order: PPARg SRC3 recr, PPARg SRC-2 ag, TLR4-MyD88 BLA, PPARg SRC-1 ag, TR-FRET SRC-2 ct, DTT redox prof, S1P3 antag, ROMK mod, bIAP act, L major viab, bIAP inh
- NS(=O)(=O)c1ccc(NC(=O)/C=C/c2ccccc2Cl)cc1
 : 2, 7, 2, 13, 1651, 0.2, 3, 0.91, 0.9, 0, 7
- CNC(=O)c1ccsc1NC(=O)c1ccc(S(=O)(=O)N2CCOCC2)cc1
 : 1, 14, 0, 11, 1693, -0.6, -1, -0.7, 1, 12, -3
- O=C(O)c1cccc(NS(=O)(=O)c2ccc(Cl)c(C(=O)O)c2)c1
 : 5, 11, 7, 2, 1496, 2.2, -13, x, 1, -13, 4
- COc1ccccc1OCCNC(=O)C1CCCCC1
 : 2, 10, 11, 0, 1479, -0.7, -12, -0.12, 0.9, 0, 10
- Cc1cc[n+](CC(=O)c2ccc3c(c2)OCCO3)cc1
 : 5, 0, -1, -1, 1515, 2.0, -8, x, 0.8, -4, 15
- CCc1nnc(NC(=O)CSc2nnc3ncccn23)s1
 : -6, -4, -6, -2, 1395, 3.4, 9, x, 1, 1, 0
- COC(=O)Nc1ccc(S(=O)(=O)N2CCC(C)CC2)cc1
 : 2, 7, 8, 1, 1616, -0.1, x, -0.36, 0.7, -9, 27
- CCn1c(/N=C/c2c[nH]c3ccccc23)nc2ccccc21
 : 5, 8, 2, 11, 1583, 0.7, 22, x, 0.8, -2, 18
- Cc1cccc(C(=O)N2CCC(=O)N(C(COCc3cccc(C(F)(F)F)c3)Cc3ccccc3)CC2)c1 (stereo not given)
 : 0, 1, -7, 4, 1516, 0.5, -3, -3.3*, 0.9, 14, 10
- CN(CCc1ccccn1)S(=O)(=O)c1ccc2c3c(cccc13)C(=O)N2
 : 0, 1, 4, 2, 1628, 0.6, -10, -0.12, 0.9, -11, 10
- CCCC(C)c1nnc(NC(=O)CS(=O)(=O)Cc2ccccc2)s1 (stereo not given)
 : 5, 6, 2, 5, 1621, 0.3, x, x, 0.9, -11, 7
- CCCCn1c(SCC(=O)c2ccc(O)c(O)c2)nc2ccsc2c1=O
 : 3, 4, 3, -5, 1371, 0.2, 10, x, 0.7, 6, 30
- O=C(O)Cc1ccc(NC(=S)NCc2ccco2)cc1
 : 1, -1, -2, -1, 1655, 0.2, -8, 0.66, 0.6, 44, 45
- CC(C)CCC(O)(CCC(C)C)C(=O)NN1CCCCC1
 : -1, -2, -20, -1, 1510, -0.2, 9, 0.48, 1.2, -8, -15
- CC(=O)c1sc(=S)n(-c2ccc(Cl)cc2)c1C
 : 1, -1, -5, 7, 1389, 0.3, -4, 0.31, 1.1, 5, -15
- Cc1ccc(-c2nnc(SCC(=O)N3CCOCC3)nc2-c2ccc(C)cc2)cc1
 : 6, 17, -9, -4, 1669, 3.0, x, x, 1.1, 98*, -5
- O=C(Nc1ccc(Oc2ccccc2)cc1)C1CCCN(c2ncccn2)C1 (stereo not given)
 : -4, -7, -3, -2, 1617, 1.6, -3, x, 1, -8, 2
- COC(=O)C1CCN(C2CC(=O)N(c3cc(C)cc(C)c3)C2=O)CC1 (stereo not given)
 : 0, -10, 9, -10, 1464, -0.2, -28, 1.7, 1, 7, -4
- CC(C)c1ccc(N2CCN(C(=O)c3ccccc3NC(=O)/C=C\C(=O)O)CC2)cc1
 : 1, -4, 3, -7, 1528, 2.0, x, 0.0078, 1, -4, -4
- COc1ccc2cc(C(=O)C3CCCN(C(=O)c4csnn4)C3)ccc2c1 (stereo not given)
 : -1, 15, 14, 6, 1736, -2.2, -1, -0.44, 1, 4, -1
- CNC(=S)N(CCc1c(C)[nH]c2ccccc12)Cc1cc(OC)c(OC)c(OC)c1
 : 2, 10, -3, 1, 1485, 0.1, 0, -0.55, 0.5, 18, 46
- O=C(CN(CC1CCCO1)C(=O)CNS(=O)(=O)c1ccccc1)NCc1ccco1 (stereo not given)
 : -5, 3, -10, -1, 1655, 0.0, 1, 0, 1.2, -8, -24
- c1ccc(CSc2ccc3nnc(-c4ccccn4)n3n2)cc1
 : 0, -6, -14, -4, 1598, -0.5, -11, 0.92, 1, 43, -4
- Cc1nc(N)c(C#N)c(-c2ccccc2Cl)c1C
 : 4, 8, 3, 3, 1716, 0.1, x, -1.2, 0.8, -2, 16
- N#C/C(C(=O)NCc1ccco1)=C1/SC(Cc2ccc(F)cc2)C(=O)N1c1ccccc1 (stereo not given)
 : 2, -4, 0, -4, 1802, -1.3, x, -1.5, 0.9, -2, 6
- Cc1ccc2c(c1)nnn2C1CCN(CC(=O)N2CCN(c3ccc(F)cc3)CC2)CC1
 : 4, 6, 0, 2, 1568, 0.0, x, -1.4, 1.1, 17, -10
- CN1C(=O)N(c2cccc3ccccc23)C(n2cncn2)C1(C)C (stereo not given)
 : 5, 1, 10, -1, 1723, -10.0, -33, -0.74, 1, -6, 0
- O=C(C1CCN(Cc2ccc(F)cc2)CC1)N1CCN(C/C=C/c2ccccc2)CC1
 : -4, -4, 0, 11, 1559, -3.5, -2, -0.49, 1.1, 73*, -15
- COc1cccc(NC(=O)c2ccc(NCCCN3CC(C)CC(C)C3)c([N+](=O)[O-])c2)c1 (stereo not given)
 : 2, 12, 5, 1, 1805, -0.5, 14, 0.31, 0.8, -4, 20
- CC12CCC(C(=O)NCc3ccc4c(c3)OCO4)(OC1=O)C2(C)C (stereo not given)
 : -16, -12, 4, -6, 1377, 0.8, -19, x, 1, 9, 4
- Cc1cc(C)c2cc(C#N)c(SCC(=O)NCc3ccco3)nc2c1
 : 11, 9, 13, 15, 1635, 0.2, -42, -0.069, 0.9, 17, 12
- COc1ccc2cc(CN(CC3CCCO3)C(=S)Nc3ccccc3)c(=O)[nH]c2c1 (stereo not given)
 : 2, 7, -4, 0, 1447, -0.4, 4, 0.73, 1, 26, -3
- C=C(C)CC(Nc1ccc(OC)cc1)c1ccco1 (stereo not given)
 : -1, -1, -4, -3, 1504, -0.3, -2, -0.61, 1.3, 1, -25
- CCOC(=O)N1CCN(S(=O)(=O)c2ccc(C(=O)NNc3nc4cc(C)cc(C)c4s3)cc2)CC1
 : 1, 8, 11, 5, 1630, -0.4, -22, 1.2, 1, 21, 3
- Cc1cc(C(=O)NCC(C)C)c2ccccc2n1
 : -6, -7, 5, -11, 1461, -0.3, x, 0.17, 0.9, 0, 6
- O=C(NNC(=S)Nc1ccc(F)cc1)c1ccccc1OC(F)F
 : 11, 4, 2, 6, 1553, -1.1, x, 0.95, 1.2, 13, -20
- CC(=O)Nc1ccc(S(=O)(=O)NCC(=O)OCC(=O)N2CCc3ccccc32)cc1
 : 1, 0, -2, 1, 1483, 0.6, x, 0.6, 0.9, -1, 8
- Cc1ccc(OC(C)C(=O)N/N=C/c2ccccn2)cc1 (stereo not given)
 : 4, 0, 11, 8, 1539, -1.1, -19, -0.00012, 1.3, -1, -32
- Cc1c(C(=O)NCc2ccoc2)oc2ccc3c(c12)C(=O)CC(C)(C)O3
 : 1, 7, -4, 6, 1461, -0.3, -15, x, 1.2, -4, -15
- COc1ccccc1C(=O)N1CCN(Cc2ccc3c(c2)OCO3)CC1
 : -2, 2, 1, -6, 1632, -1.7, x, -0.087, 1, -10, -2
- O=C(N/N=C/c1c[nH]c2ccccc12)c1cccc([N+](=O)[O-])c1
 : 7, 2, 1, 4, 1639, -0.1, 12, x, 1, 12, 1
- O=C(COc1ccc(S(=O)(=O)N2CCCC2)cc1Cl)NCc1ccc2c(c1)OCO2
 : 7, -2, 9, 6, 1538, 2.7, -6, x, 1, -4, -1
- CC(C)NC(=O)Nc1cccs1
 : -2, 16, -5, 4, 1441, 1.5, x, x, 0.9, -6, 8
- O=C(O)c1cccc(S(=O)(=O)Nc2ccccc2Cl)c1
 : -12, 4, -1, 2, 1634, 0.9, -34, 0.068, 1, -3, -2
- COc1cc(NC(=O)c2ccc3c(c2)OCCO3)ccc1NC(=O)c1ccco1
 : 4, 2, -10, 1, 1557, 0.3, 5, -1.2, 1, -12, 4
- Cc1cccc(NC(=O)C2NC(=O)CC2c2ccccc2)c1C (stereo not given)
 : 9, 6, 4, 7, 1701, -1.9, x, x, 1.1, 0, -12
- O=C(O)c1ccnc(C(=O)O)c1
 : 0, 5, -12, 5, 1638, -3.0, x, x, 1, -4, -1
- COc1ccc2cc(CCNC(=O)c3cccc([N+](=O)[O-])c3)c(=O)[nH]c2c1
 : 1, 3, -17, 10, 1588, -0.4, -2, 0.65, 0.9, 13, 7
- COc1ccc(CN2C(=O)NC3(CCCc4ccccc43)C2=O)cc1F (stereo not given)
 : -4, -5, -4, 2, 1441, -0.2, 10, -0.28, 0.9, 4, 11
- O=C(NS(=O)(=O)c1ccc(Cl)cc1)c1ccccc1
 : -3, -7, -3, -10, 1627, -0.5, -9, -0.11, 0.9, -2, 8
- O=C(Nc1ccc([N+](=O)[O-])cc1)N1CCCCC1
 : -4, -5, -1, -9, 1351, -1.9, -10, 0.81, 1.1, 7, -5
- COc1cc(/C=N/NC(=O)CN(CCc2ccccc2)S(=O)(=O)c2ccc(NC(C)=O)cc2)cc(OC)c1OC
 : -3, -1, -5, 1, 1629, 0.5, -12, -0.035, 0.6, 60*, 39
- CCn1cc(Br)c(C(=O)NC(C)c2ccccc2)n1 (stereo not given)
 : 6, 10, -2, 1, 1567, 0.9, -4, 0.84, 1, -11, 3
- O=C(Nc1cccs1)Nc1ccc(F)cc1F
 : -1, -1, 2, 5, 1586, 0.1, -10, -0.57, 0.9, -5, 9
- Cc1c(O)ccc2c3c(c(=O)oc12)CCCC3
 : -12, -5, -2, 1, 1408, 1.0, -13, -1.3, 0.9, -2, 11
